# phage Ecoli inh = growth loss of phage-infected E. coli, primary screen, RecBCD inhibitor project, absorbance, with phage, HTS; hit rate 0.26% among 360,000; inhibition, % at 11.9 µM; in the data active means inhibition above about 11%
# PKA-R1A activ = activators of PKA-R1A holoenzyme, primary screen, biochemical, fluorescence polarization, Cy5-IP20, bovine R1A, mouse PKAc | activation, % at 11.4 µM | PKA-R1A dissociation; scaled: DMSO 0%, 113 µM cGMP 100% | cAMP-dependent protein kinase type I-alpha regulatory subunit (Bos taurus) + … | AID 504707, 2011 | hit rate 0.083% among 340,000;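 active means percent activation above the mean of all tested compounds plus 3 SD, cut at about 19% in these data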;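 further: higher means more PKAc released from R1A so a rise in polarization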
# Mot1-301 SUMO = yeast Mot1-301 growth rescue at high temperature, primary screen, SUMOylation pathway inhibitor project, S. cerevisiae, ATP luminescence, 38.5C | S. cerevisiae Mot1-301 growth rescue; percent above DMSO median, 100 means doubled | growth rescue, % at 18.8 µM | AID 2716, 2010 | hit rate 1% among 320,000;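 active means every valid replicate shows activation above 250% relative to neutral control wells; inactive means the rest, any valid replicate at or below 250%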;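 further: OY570 slx delta 5 strain wells were the positive control but not used for scaling; some compounds called inactive have numbers as strong as hits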
# HTR5A inv ag = HTR5A inverse agonists in luminescence cell assay, primary screen, counter-screen for OPRM1-OPRD1 heterodimer inverse agonist project, full-deck HTS; 5-hydroxytryptamine receptor 5A (Homo sapiens), P47898; HTR5A cell line, inverse agonism; inhibition, % at 9.3 µM; hit rate 0.083% among 340,000; AID 504634, 2011; in the data active means inhibition mostly above about 23%, no sharp cut-off; inactive means mostly below about 18%;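 further: 0% = cells with DMSO and 100% = no-cell wells with DMSO; some compounds called inactive have numbers as strong as hits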
# PfHsp90 set2 = growth inhibition of PfHsp90-expressing yeast, primary screen, antimalarial PfHsp90 inhibitor project, S. cerevisiae, BacTiter-Glo luminescence, single point, set 2; hit rate 0.32% among 310,000; inhibition, % at 9.4 µM; BacTiter-Glo ATP, 48 h; yeast lacking PDR1 and PDR3 efflux regulators;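 active means every replicate shows inhibition above about 80%, whatever the replicate mean, limit read from the data; inconclusive means mean inhibition reaches the set limit but some replicate falls short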;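 further: 0% = DMSO neutral controls and 100% = 20 µM radicicol positive controls; yeast relying on Plasmodium falciparum Hsp90 in place of its own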
# Ecoli viability = E. coli V3065 growth inhibition, primary screen, counter-screen for AddAB inhibitor project, absorbance, OD600. 18 h. inhibition, % at 11.9 µM. AID 449728, 2010. hit rate 0.27% among 330,000;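 active means inhibition above the campaign's mean inhibition across all tested compounds plus 3 SD, cut at about 9.9% in these data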;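 further: uninfected addAB+ strain grown without phage in ampicillin broth; 0% = DMSO wells and 100% = ciprofloxacin 0.95 µg/ml wells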
# PKA-R2B activ = activators of PKA-R2B holoenzyme, primary screen, biochemical, fluorescence polarization, Cy5-IP20, human. cAMP-dependent protein kinase catalytic subunit beta (Homo sapiens) + cAMP-dependent …. PKA-R2B holoenzyme dissociation; R2B truncated from residue 108, S112A mutant; 0% DMSO only, 100% 113 µM cGMP. activation, % at 11.4 µM. hit rate 0.079% among 340,000;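 active means activation above a cutoff set at the mean over all compounds plus 3 SD, cut at about 18% in these data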;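 further: higher means more holoenzyme dissociation and a rise in polarization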
# OPRM1-OPRD1 ag = agonists of OPRM1-OPRD1 heterodimerization, primary screen, cell-based, luminescence; Mu-type opioid receptor (Homo sapiens) + Delta-type opioid receptor (Homo sapiens), …; cells; activation, % at 9.3 µM; hit rate 0.3% among 340,000; AID 504326, 2011; in the data active means activation above about 18%;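 further: 0% = vehicle-treated cells and 100% = reference agonist; values of inactives mirror those of a sister screen read the other way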
# Target sequence (P35372 whole entry, looked up): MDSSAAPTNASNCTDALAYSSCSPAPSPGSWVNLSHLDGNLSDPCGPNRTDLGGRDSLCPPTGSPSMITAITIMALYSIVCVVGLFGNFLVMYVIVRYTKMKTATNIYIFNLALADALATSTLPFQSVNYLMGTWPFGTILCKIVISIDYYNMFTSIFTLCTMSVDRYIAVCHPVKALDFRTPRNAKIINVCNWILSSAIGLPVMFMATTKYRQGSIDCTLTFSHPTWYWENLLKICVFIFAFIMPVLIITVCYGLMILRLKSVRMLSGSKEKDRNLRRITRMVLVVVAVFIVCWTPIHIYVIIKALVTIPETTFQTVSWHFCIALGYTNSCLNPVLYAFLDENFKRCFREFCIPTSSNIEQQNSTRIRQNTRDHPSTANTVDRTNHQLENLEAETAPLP
# Target sequence (P41143 whole entry, looked up): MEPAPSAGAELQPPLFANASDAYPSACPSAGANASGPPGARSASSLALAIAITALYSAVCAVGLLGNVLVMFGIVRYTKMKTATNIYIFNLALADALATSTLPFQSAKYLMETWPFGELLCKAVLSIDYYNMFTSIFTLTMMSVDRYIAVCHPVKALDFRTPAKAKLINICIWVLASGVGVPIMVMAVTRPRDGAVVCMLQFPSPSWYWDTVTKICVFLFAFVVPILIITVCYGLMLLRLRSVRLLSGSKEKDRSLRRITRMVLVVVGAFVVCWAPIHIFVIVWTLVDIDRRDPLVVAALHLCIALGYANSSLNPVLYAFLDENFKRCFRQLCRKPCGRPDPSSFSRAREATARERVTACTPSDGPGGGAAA
# AddAB inh = growth inhibition of E. coli expressing H. pylori AddAB, primary screen, AddAB inhibitor project, absorbance; inhibition, % at 11.9 µM; hit rate 0.29% among 330,000; in the data active means inhibition above about 12%;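 further: 0% = vehicle wells of infected cells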
# MOR-DOR inv ag = inverse agonists of MOR-DOR heterodimerization, primary screen, cell-based, luminescence; Mu-type opioid receptor (Homo sapiens) + Delta-type opioid receptor (Homo sapiens), …; cell-based MOR-DOR heterodimer luminescence, inverse agonism; inhibition, % at 9.3 µM; hit rate 0.21% among 340,000; in the data active means inhibition above about 22%, passing the limit was not always enough;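 further: 0% = cells with DMSO and 100% = wells without cells with DMSO; values of inactives mirror those of a sister screen read the other way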
# Tat export inh = E. coli Tat export inhibitors, primary screen, MC4100, TorA-mCherry reporter, fluorescence, single point; inhibition, % at 10 µM; hit rate 0.036% among 340,000; AID 488895, 2010;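 active means mean replicate inhibition at least 50% and at least half of replicates individually reaching 50%; inconclusive means only one of the two criteria met; inactive means neither criterion met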;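 further: exported cargo escapes ClpAP degradation while cytoplasmic cargo is degraded and loses fluorescence; 0% = median of neutral control wells and 100% = median of NaSCN control wells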
# Numbers without * were called inactive; ? = inconclusive; · = no result given.
smiles	phage Ecoli inh	PKA-R1A activ	Mot1-301 SUMO	HTR5A inv ag	PfHsp90 set2	Ecoli viability	PKA-R2B activ	OPRM1-OPRD1 ag	AddAB inh	MOR-DOR inv ag	Tat export inh
O=C(C1CCCN(S(=O)(=O)c2ccc(Br)s2)C1)N1CCN(c2ccccc2)CC1 (stereo unspecified)	1.2	6	141	-18	0	1.6	-4	0.5	1.7	-3	8
CCCC(C(=O)NCc1ccco1)N(C(=O)CNS(=O)(=O)c1ccc(Cl)cc1)C1CCCC1 (stereo unspecified)	1.0	-8	-4	-16	4	2.5	5	3.8	2.4	-16	3
c1cncc(-c2nc(-c3ccco3)cs2)c1	2.2	-2	·	-15	-8	0.4	0	-0.2	0.6	1	-7
CCC(C)NC(=O)c1ccc(C2SCC(=O)N2Cc2ccccc2)cc1 (stereo unspecified)	4.5	-1	-21	-10	7	-2.0	-6	-3.2	3.1	15	-18
C/C=C(\C)C(=O)N1CC2(CC(c3cccc(NC(=O)CCCCC)c3)=NO2)C[C@@H]1C(N)=O (stereo partly specified)	1.0	-2	-1	7	-11	0.7	-5	-2.5	1.6	14	-3
COc1ccc2[nH]cc(CCNC(=O)Nc3ccccc3C)c2c1	-1.2	-1	56	-10	-6	2.1	-7	-2.0	1.5	10	5
COc1ccccc1N1CCN(C(=O)CSc2nnc(NC(=O)C(C)C)s2)CC1	-0.8	-7	-6	-8	7	-3.9	-8	-0.8	1.6	4	?
CCc1ccc(N(CC(=O)N2CCOCC2)S(C)(=O)=O)cc1	2.5	-3	-20	19	13	0.3	2	-1.4	2.5	7	-5
COc1cc(Cl)c(C)cc1NC(=O)CN(C)Cc1cccc(OC)c1OC	2.6	3	5	1	-11	0.2	-14	2.8	2.5	-14	13
CCCn1c(SCCC(=O)O)nc2ccccc21	0.6	8	5	1	·	0.9	2	-1.7	0.8	8	10
O=C(NCC1CCCO1)c1ccc(Cn2c(=S)[nH]c3ccccc3c2=O)cc1 (stereo unspecified)	1.0	-12	-15	-5	-11	3.3	-16	-0.7	5.4	3	-4
Cc1onc(-c2c(F)cccc2Cl)c1C(=O)N1CCCCC1	-0.9	-2	328	-19	-70	-2.5	0	-0.7	2.0	3	-3
CCOCCCn1c(=O)c2ccccc2n2c(=S)[nH]nc12	2.4	18	-2	3	18	1.4	3	-0.5	2.2	3	-8
COc1ccc(Cn2c(=O)[nH]c3cc(C(=O)NC4CCCC4)ccc3c2=O)cc1	1.4	-1	230	-11	-15	-2.1	6	-3.0	0.6	16	-5
Cc1cccc(Oc2coc3cc(O)ccc3c2=O)c1	0.1	6	-12	-8	0	1.3	6	-1.9	1.6	11	-9
CCCCn1c(=O)n(CC(=O)Nc2ccc(C)c(Cl)c2)c(=O)c2c1ncn2Cc1ccco1	2.4	5	-14	-27	·	-0.3	-14	-1.8	2.9	9	1
CC(=O)Nc1cc2c(c([N+](=O)[O-])c1C)C(C)(C)CC2(C)C	2.0	4	·	-1	4	·	6	-0.3	·	1	0
CCCCN1C(=O)Nc2ccccc2S1(=O)=O	0.9	-2	2	-3	-25	1.6	-9	1.7	2.4	-9	3
CCOc1ccc(S(=O)(=O)N(C)c2ccc(OCC(=O)NCc3cccnc3)cc2)cc1	2.6	-5	-7	2	28	0.7	-8	-1.6	1.9	9	7
CCOC(=O)c1c(C)n(CC)c2c1cc(O)c1ccccc12	2.4	-6	-4	-18	-8	-0.7	1	6.0	0.8	-27	3
N#Cc1ccccc1OCC(=O)OCC(=O)Nc1ccc2c(c1)OCO2	7.1	-11	-17	-3	·	0.3	0	-2.5	-0.1	10	1
O=C(CCc1cn(Cc2ccc(F)cc2)c2ccccc12)N1CCOCC1	-1.8	6	7	10	18	-1.4	-2	-2.2	1.2	10	-9
O=[N+]([O-])c1ccc(O)c(C=Nc2cccc3ccccc23)c1	1.8	-5	-4	-6	23	-0.7	11	2.2	-3.3	-11	1
Cc1oc(-c2cccs2)nc1CS(=O)CC(=O)NCCCN1CC(C)CC(C)C1 (stereo unspecified)	-0.1	0	4	-18	16	0.3	5	-0.2	0.8	1	-6
COc1ccc(C(=O)Nc2ccc(NC(C)=O)cc2)cc1S(=O)(=O)N1CCCC1	1.2	1	3	3	·	-1.6	-2	-3.3	3.5	13	5
Cc1noc(C)c1S(=O)(=O)Nc1ccc2c(c1)C(=O)N([C@H](C)CO)C[C@H](C)[C@@H](CN(C)C(=O)Nc1ccccc1)O2	1.7	4	·	-8	-3	1.1	-6	-1.3	1.9	6	-2
CCOc1ccc(NS(=O)(=O)c2ccc(C(=O)N(C)CC(=O)Nc3ccc(C)cc3)cc2)cc1	1.6	-4	28	1	3	-1.4	-7	-0.8	-0.7	5	5
CC1=CCC(C(=O)O)(C(=O)N/N=C/c2cccnc2)C(c2ccccc2)C1 (stereo unspecified)	3.9	·	-14	·	-19	-2.2	·	·	2.2	·	0
Cc1cc2nnn(-c3nnc(-c4ccccc4)c4ccccc34)c2cc1C	1.6	-13	73	-15	2	-4.3	4	-3.3	-0.6	14	-2
CCc1nn(C(CC)C(=O)NCc2cccs2)c(=O)c2cc3occc3n12 (stereo unspecified)	0.2	-14	6	-22	9	-2.8	2	-4.4	2.1	22	-1
CCOC(=O)C1CCCN(Cc2nc(Cc3cccc(F)c3)no2)C1 (stereo unspecified)	-0.6	-2	-1	-45	9	-0.3	-1	0.5	3.6	-2	-5
O=C1CCCS(=O)(=O)c2ccccc21	2.2	-6	14	-3	1	-1.9	-15	-3.4	0.7	18	-1
O=S(=O)(c1ccccc1C(F)(F)F)N1CCC(n2cnc3ccccc32)CC1	2.4	-6	-8	-16	-3	0.9	-2	-0.4	0.8	2	3
N#CC(C(=O)C1CCCCC1)c1nc2ccccc2[nH]1 (stereo unspecified)	-2.2	1	-11	-18	4	-4.0	-5	0.0	-4.2	0	-5
CCCCNc1c(-c2ccc(OC)c(Sc3ccc(OC)cc3)c2)nc2cnccn12	1.8	3	-15	-51	22	0.0	6	1.1	0.4	-6	-4
O=C(/C=C/c1ccccc1Cl)NC(=S)Nc1ccccc1C(=O)NC1CCCCC1	2.2	-2	-7	7	-18	-0.2	-2	-2.2	-0.1	13	-3
O=C(C#Cc1cccc([N+](=O)[O-])c1)c1ccccc1	·	0	0	0	137*	-2.8	-3	-4.3	-0.3	25	0
O=C(NC1CC1)C1=C[C@H](c2csc3ccccc23)C[C@H](OCCCCO)O1	1.9	-9	-3	1	10	-2.7	2	-2.6	1.6	14	1
CC(C)(C)C(=O)Cn1nc(Cl)nc1Cl	0.8	-2	30	-4	·	1.9	-1	0.1	1.9	-1	1
COc1cccc(-c2noc(-c3ccc(Cl)nc3)n2)c1	3.8	8	13	-14	-9	-0.2	-4	0.1	4.0	0	0
O=C(Cc1ccc(-n2c(=O)c3ccccc3n(Cc3ccccc3F)c2=O)cc1)NCC1CCCO1 (stereo unspecified)	2.1	-7	-5	3	-12	2.0	0	-4.0	0.2	21	-5
CC1CCC2C(C1)Nc1c(C(=O)O)cccc1C2(C)C (stereo unspecified)	2.7	14	-9	12	-41	-0.4	-1	-1.1	-1.2	5	-8
Cc1cc(C2C(=O)C(C(=O)c3ccc(Cl)cc3)C(=O)CC2(C)C)on1 (stereo unspecified)	3.0	-10	-10	-20	-16	0.5	-9	-0.8	2.2	3	2
O=S(=O)(NCCc1cccs1)c1ccc(Br)cc1	-0.5	-16	-14	-4	15	3.3	-5	3.3	6.1	-25	-2
O=C(N/N=C/c1cccnc1)c1cc(Br)ccc1O	-1.8	15	16	1	24	1.0	-5	-1.6	-0.6	7	-8
O=C(NCc1ccc(F)cc1)c1cnc2sccn2c1=O	1.3	-3	-21	-18	14	-2.2	-7	-2.8	-2.2	16	-3
O=C(CP(=O)(c1ccccc1)c1ccccc1)Nc1nc2ccccc2s1	1.9	-4	11	26	-11	0.2	-7	-2.5	0.9	13	4
O=C(c1cccc(S(=O)(=O)N2CCc3ccccc32)c1)N1CCOCC1	4.7	-2	6	2	·	0.3	2	-2.6	0.7	14	1
CCCCCCCCCOC1OC(CO)C(O)C(O)C1NC(C)=O (stereo unspecified)	4.4	-5	-19	0	·	0.6	0	1.3	1.6	-9	1
CC1(C)NC(=O)N(CCCCOc2cccc(C(F)(F)F)c2)C1=O	1.6	13	35	9	4	-0.3	-4	1.2	3.4	-7	-5

# (listing goes on)
smiles	phage Ecoli inh	PKA-R1A activ	Mot1-301 SUMO	HTR5A inv ag	PfHsp90 set2	Ecoli viability	PKA-R2B activ	OPRM1-OPRD1 ag	AddAB inh	MOR-DOR inv ag	Tat export inh
CCOC(=O)C1CCN(C(=O)/C(C)=C\c2ccccc2)CC1	2.6	-2	310	20	-47	-2.1	-5	0.6	2.7	-4	1
CC(C)CCCCCCNC(=S)Nc1ccc(S(=O)(=O)N2CCOCC2)cc1	4.2	-10	-8	-36	-22	-0.1	-5	9.6	0.0	-51	4
O=C(Nc1cccc(Cl)c1)C1COc2ccccc2O1 (stereo unspecified)	3.3	3	11	-11	14	-0.7	8	1.5	4.6	-7	4
Cc1cc(S(=O)(=O)Nc2c(C(=O)O)[nH]c3ccccc23)ccc1F	3.8	-11	-9	-15	·	3.6	0	-2.7	1.4	16	4
CCN(Cc1nc2ccccc2c(=O)[nH]1)C(=O)c1cccc(OCc2c(C)noc2C)c1	4.7	13	·	5	·	·	1	-1.3	·	7	-1
Cc1nc2cc(NC(=O)COc3ccccc3C#N)ccc2n1-c1ccccc1	3.3	-15	·	1	-9	-4.8	-6	-2.8	-1.0	15	2
O=C1CCCC(O)=C1C1C2=C(CCCC2=O)OC2=C1C(=O)CCC2	6.2	4	743	-17	-17	1.4	-2	-3.8	3.5	20	6
Cc1ccc(-c2n[nH]c(=O)c3ccccc23)cc1S(=O)(=O)Nc1ccccc1	-0.6	-6	-30	7	-13	2.7	-8	-0.3	2.1	2	6
Cc1oc2c(CN3CCCC3)c(O)ccc2c(=O)c1Oc1ccccc1Br	3.2	9	-7	16	·	-0.2	-6	-1.5	-0.8	8	5
O=C(Nc1ccc(Cl)cc1)Nc1cccc(C(=O)O)c1	5.8	·	4	·	-1	0.9	·	·	2.9	·	-14
O=C(Nc1ccon1)C1CCN(S(=O)(=O)c2cccs2)CC1	1.4	1	64	19	-6	-0.7	1	-2.1	1.9	9	-7

# Assay outcomes as filed in PubChem.
